Bioassay records as filed in PubChem.
tim10-1 inh: inhibits growth of tim10-1 mutant yeast | S. cerevisiae tim10-1 ts strain growth, BacTiter-Glo, 24 h | inhibition, % at 20 µM | 2.2% of 330,000 active | AID 463190;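 active = inhibition of at least 40%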;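 note: mutant grown at 25 °C; 0% = DMSO wells with yeast and 100% = wells holding no yeast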
mIAP activ: mouse IAP activation; activation factor at 10 µM; AID 2805; 0.24% of 330,000 active; muIAP, CDP-Star luminescence, 30 min; hits give high values; 1 = vehicle-only enzyme signal, 0 = enzyme-free wells;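 active = activation factor of at least 2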; note: the source names both 10 and 20 µM as test concentration; values of inactives mirror those of a sister screen read the other way
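also added = chemiluminescent substrate CDP-Star | test system = mouse IAP enzyme | signal = chemiluminescence readout | compound = DMSO-dissolved test compounds | incubation = 30 min at room temperature | benchmarks = DMSO wells, no-enzyme wells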
hIAP block: human IAP inhibition; P09923; purified IAP, CDP-Star luminescence, 30 min; inhibition, % at 10 µM; 0.12% of 330,000 active;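 active = inhibition reaching a set limit with compound at 10 µM in the primary screen, cut at about 35% in these data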;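 note: plate controls were DMSO wells with enzyme for no effect and no-enzyme buffer wells for full effect; values of inactives mirror those of a sister screen read the other way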
Target sequence (P09923 whole entry, looked up): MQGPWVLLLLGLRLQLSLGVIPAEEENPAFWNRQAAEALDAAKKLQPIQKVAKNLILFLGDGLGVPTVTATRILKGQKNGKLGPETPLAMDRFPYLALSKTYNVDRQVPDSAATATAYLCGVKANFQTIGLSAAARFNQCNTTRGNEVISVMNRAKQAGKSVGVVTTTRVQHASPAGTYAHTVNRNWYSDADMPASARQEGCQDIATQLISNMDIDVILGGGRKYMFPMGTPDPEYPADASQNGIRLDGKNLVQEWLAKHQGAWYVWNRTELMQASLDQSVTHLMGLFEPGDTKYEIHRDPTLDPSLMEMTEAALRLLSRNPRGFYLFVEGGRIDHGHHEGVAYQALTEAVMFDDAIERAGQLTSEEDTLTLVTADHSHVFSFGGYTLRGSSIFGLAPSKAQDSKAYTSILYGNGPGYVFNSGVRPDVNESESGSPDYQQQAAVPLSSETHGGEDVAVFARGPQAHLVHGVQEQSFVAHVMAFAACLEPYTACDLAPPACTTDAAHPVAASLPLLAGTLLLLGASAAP
NLRP3 yeast inh: NALP3 inhibition in yeast | Yeast reconstituted NLRP3/ASC/caspase-1, beta-gal luminescence, 24 h | inhibition, % at 10 µM | 0.39% of 330,000 active | AID 2825;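 active = inhibition of 50% or more; inactive = inhibition below 50%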;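 note: plate controls were induced DMSO wells for no effect and uninduced yeast grown without galactose for full effect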
TIM10 inh: TIM10 yeast growth inhibition; 1.4% of 330,000 active; inhibition, % at 10 µM; S. cerevisiae TIM10 strain growth, BacTiter-Glo luminescence, 24 h;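 active = inhibition of 40% or more at the single tested concentration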;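 note: wild-type TIM10 isogenic control strain grown at permissive 25 °C; 0% = DMSO yeast wells and 100% = minimal medium wells without yeast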
Apaf-1 inh: blocks human Apaf-1 apoptosome activity. 0.71% of 330,000 active. AID 489030. reconstituted apoptosome caspase-3 activity, DEVD-Rh110 fluorescence. inhibition, % at 20 µM; active = inhibition of at least 40% at 20 µM;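 note: plate controls were DMSO wells for no effect and DEVD-CHO caspase inhibitor wells for full effect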
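Material: biochemical Apaf-1 apoptosome reconstitution. Medium: Hepes buffer, pH 7.5. Also added: cytochrome c activation, bis-DEVD rhodamine 110 substrate. Timing: 30 min compound preincubation, 50 min activation, room temperature. Measured by: rhodamine 110 fluorescence at Ex 480/Em 540 nm.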
ATG4B inhibitor: ATG4B (human) cysteine protease inhibition; Q9Y4P1; ATG4B cleavage of LC3-PLA2, NBD-HPC fluorescence, 1 h; inhibition, % at 8.33 µM; 0.51% of 340,000 active; in the data active = inhibition above about 40%
Target sequence (Q9Y4P1 whole entry, looked up): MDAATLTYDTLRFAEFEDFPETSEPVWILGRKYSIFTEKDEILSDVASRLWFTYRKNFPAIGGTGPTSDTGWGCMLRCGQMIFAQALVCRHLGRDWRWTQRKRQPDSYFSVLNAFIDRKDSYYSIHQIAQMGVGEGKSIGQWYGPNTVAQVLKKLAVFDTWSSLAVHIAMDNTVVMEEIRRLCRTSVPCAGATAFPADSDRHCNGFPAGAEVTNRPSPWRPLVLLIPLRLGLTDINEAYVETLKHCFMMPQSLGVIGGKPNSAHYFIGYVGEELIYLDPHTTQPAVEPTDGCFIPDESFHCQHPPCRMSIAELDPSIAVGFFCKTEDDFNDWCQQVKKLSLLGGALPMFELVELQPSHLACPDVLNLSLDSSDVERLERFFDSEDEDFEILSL
mIAP inh: blocks mouse intestinal alkaline phosphatase; purified mouse IAP, CDP-Star luminescence, 30 min; inhibition, % at 10 µM; 0.2% of 330,000 active;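 active = inhibition of at least 40% at 10 µM in the primary screen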;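 note: plate controls were DMSO with enzyme for no effect and no enzyme wells for full effect; values of inactives mirror those of a sister screen read the other way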
hIAP activ: human IAP activation. P09923. purified human IAP, CDP-Star luminescence, 30 min; hits give high values; 1 = vehicle-only enzyme, 0 = enzyme-free background. activation factor at 10 µM. 0.16% of 330,000 active. AID 2524;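 active = activation factor of the enzyme at least 2-fold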; note: the source names both 10 and 20 µM as test concentration; values of inactives mirror those of a sister screen read the other way
* = called active by the depositor. Outcome played no part in choosing rows. Share with any hit: about 4.5%.

SMILES | tim10-1 inh | mIAP activ | hIAP block | NLRP3 yeast inh | TIM10 inh | Apaf-1 inh | ATG4B inhibitor | mIAP inh | hIAP activ
COc1ccc(/C=N/NC(=O)c2cccc(Br)c2)cc1Cn1cc(Cl)cn1 | 9 | 1 | -31 | 11 | 9 | 9 | 4 | -1 | 1.3
CCCN(CC(=O)Nc1ccc(F)c(F)c1F)Cc1cc(=O)n2ccsc2n1 | 6 | 1 | 10 | 5 | -11 | 1 | 0 | -3 | 0.9
C=C(C)COc1ccc(-c2ncncc2-c2ccc(OC)cc2)c(O)c1 | 29 | 0.87 | 5 | 1 | 17 | 2 | -3 | 13 | 0.95
CN(c1cccc(NS(=O)(=O)c2cccs2)c1)S(C)(=O)=O | 18 | 1 | 11 | -3 | 1 | 3 | -10 | -1 | 0.89
CCOc1ccc(NC(=S)NNC(=S)Nc2cccc(C(F)(F)F)c2)cc1 | 23 | 0.96 | -38 | 8 | 23 | 1 | -4 | 4 | 1.4
O=C(Nc1ccccc1F)c1cc(C(=O)Nc2ccccc2F)cc([N+](=O)[O-])c1 | 1 | 0.96 | 10 | 2 | 6 | 5 | 0 | 4 | 0.9
N#CCCC1CCCC=C1N(Cc1ccccc1)C(=O)C(Cl)Cl (centres undefined) | 18 | 1 | -10 | 7 | 21 | 4 | 4 | -4 | 1.1
C/C(=N/NC(=O)c1ccc(C(C)(C)C)cc1)c1ccccn1 | 47* | 0.84 | 2 | 66* | 4 | 9 | 4 | 16 | 0.98
O=C(c1cc2cc([N+](=O)[O-])ccc2oc1=O)N1CCOCC1 | -11 | 0.91 | 9 | 9 | -6 | 0 | 13 | 9 | 0.91
CC(=O)Nc1nnc(SCC(=O)c2ccc3c(c2)Cc2ccccc2-3)s1 | 2 | 1 | 7 | 9 | -13 | 8 | 10 | -2 | 0.93
O=C(O)c1c[nH]c(=O)c2ccccc12 | 4 | 1 | 3 | 5 | 2 | 3 | 1 | 0 | 0.97
Cc1cccc2cc(CN(Cc3nnnn3C3CCCCC3)C3CCCC3)c3nnnn3c12 | -40 | 0.96 | 4 | 3 | -10 | 20 | -2 | 4 | 0.96
O=C(NCCNC(=O)c1cccs1)c1ccco1 | -7 | 0.95 | -10 | 9 | -4 | 7 | 1 | 5 | 1.1
CCOCCOCCC(C(=O)O)P(=O)(c1ccccc1)c1ccccc1 (centres undefined) | 16 | 1.1 | 2 | 4 | 8 | 1 | 3 | -5 | 0.98
CN(C)S(=O)(=O)c1cccc(-c2nnc(SCc3cc(Cl)cc4c3OCOC4)n2N)c1 | 1 | 1 | -14 | -4 | -4 | 3 | -9 | -3 | 1.1
CCCCN1CC[C@H]2C=CC[C@@H](C(=O)Nc3ccc(Cl)c(C(F)(F)F)c3)[C@H]2C1=O | 11 | 1.5 | -6 | 10 | 14 | 3 | 2 | -50 | 1.1
CCOC(=O)N1CCN(C(=O)c2csc3c2CCCCC3)CC1 | 1 | 0.99 | -22 | 15 | 2 | -16 | -54 | 1 | 1.2
S=c1ccc2ccccc2[nH]1 | 8 | 0.95 | 16 | 1 | 7 | 4 | 2 | 5 | 0.84
CCN(CC(=O)Nc1cc(Cl)ccc1OC)CC(=O)NC1CCS(=O)(=O)C1 (centres undefined) | 2 | 0.93 | -2 | -2 | -7 | -15 | -7 | 7 | 1
O=C(Nc1ccccc1F)NC1CCCCCCC1 | 23 | 1.1 | 5 | 17 | 12 | 14 | 3 | -14 | 0.95

In a second layout: 12 of the compounds above
Values in the order – tim10-1 inh	mIAP activ	hIAP block	NLRP3 yeast inh	TIM10 inh	Apaf-1 inh	ATG4B inhibitor	mIAP inh	hIAP activ
- COc1ccc(/C=N/NC(=O)c2cccc(Br)c2)cc1Cn1cc(Cl)cn1
 : 9	1	-31	11	9	9	4	-1	1.3
- CCCN(CC(=O)Nc1ccc(F)c(F)c1F)Cc1cc(=O)n2ccsc2n1
 : 6	1	10	5	-11	1	0	-3	0.9
- C=C(C)COc1ccc(-c2ncncc2-c2ccc(OC)cc2)c(O)c1
 : 29	0.87	5	1	17	2	-3	13	0.95
- CN(c1cccc(NS(=O)(=O)c2cccs2)c1)S(C)(=O)=O
 : 18	1	11	-3	1	3	-10	-1	0.89
- CCOc1ccc(NC(=S)NNC(=S)Nc2cccc(C(F)(F)F)c2)cc1
 : 23	0.96	-38	8	23	1	-4	4	1.4
- O=C(Nc1ccccc1F)c1cc(C(=O)Nc2ccccc2F)cc([N+](=O)[O-])c1
 : 1	0.96	10	2	6	5	0	4	0.9
- N#CCCC1CCCC=C1N(Cc1ccccc1)C(=O)C(Cl)Cl (centres undefined)
 : 18	1	-10	7	21	4	4	-4	1.1
- C/C(=N/NC(=O)c1ccc(C(C)(C)C)cc1)c1ccccn1
 : 47*	0.84	2	66*	4	9	4	16	0.98
- O=C(c1cc2cc([N+](=O)[O-])ccc2oc1=O)N1CCOCC1
 : -11	0.91	9	9	-6	0	13	9	0.91
- CC(=O)Nc1nnc(SCC(=O)c2ccc3c(c2)Cc2ccccc2-3)s1
 : 2	1	7	9	-13	8	10	-2	0.93
- O=C(O)c1c[nH]c(=O)c2ccccc12
 : 4	1	3	5	2	3	1	0	0.97
- Cc1cccc2cc(CN(Cc3nnnn3C3CCCCC3)C3CCCC3)c3nnnn3c12
 : -40	0.96	4	3	-10	20	-2	4	0.96

Carrying on:
SMILES | tim10-1 inh | mIAP activ | hIAP block | NLRP3 yeast inh | TIM10 inh | Apaf-1 inh | ATG4B inhibitor | mIAP inh | hIAP activ
Cc1ccc(-c2onc3ccc(Cl)cc23)cc1 | -23 | 1.1 | -2 | 3 | 16 | 7 | 5 | -8 | 1
C/C(=N/Nc1ncc(Br)cn1)c1ccc([N+](=O)[O-])cc1 | -34 | 0.98 | 14 | 45 | -19 | -5 | 0 | 2 | 0.86
C/C(CC(=O)Nc1cccc(C(F)(F)F)c1)=N\NC(=O)c1cnccn1 | 7 | 0.84 | -11 | 1 | 13 | 2 | -7 | 16 | 1.1
CC1CCN(C(=O)Cn2ncc3c4ccccc4n(C)c3c2=O)CC1 | -4 | 0.98 | 8 | 5 | 0 | -21 | 1 | 2 | 0.92
COc1ccc(C(CNC(=O)c2cccc(S(=O)(=O)N3CCCCC3)c2)N2CCCC2)cc1 (centres undefined) | -2 | 1 | -6 | 13 | 4 | 2 | 1 | -2 | 1.1
C=C1CCC2[C@](C)(CO)[C@H](O)CC[C@@]2(C)[C@@H]1/C=C/C1=CCOC1=O (some centres undefined) | 7 | 0.92 | 12 | 5 | 4 | 3 | -33 | 8 | 0.89
COc1ccc(C2C(C#N)=C(N)Oc3cc(N)ccc32)cc1OC (centres undefined) | 12 | 1 | 0 | 7 | 8 | -6 | 2 | -1 | 1
CCCCN1C(=O)CC(N2CCOCC2)C1=O (centres undefined) | 15 | 1.1 | -4 | 0 | -1 | 8 | 3 | -5 | 1
COc1cccc(NC(=O)CN(C)C(=O)CCNC(=O)c2ccccc2Cl)c1 | 5 | 0.96 | 1 | -6 | -5 | -12 | 0 | 4 | 0.99
O=[N+]([O-])c1cccc(-c2nnc(-c3ccccc3)o2)c1 | 17 | 1 | 2 | 24 | 23 | 1 | 2 | 0 | 0.98
CC12CCC(C(=O)N(CC(O)CN3CCN(Cc4ccccc4)CC3)C1=O)C2(C)C (centres undefined) | -11 | 1 | 10 | -1 | 8 | 5 | -13 | -4 | 0.9
Cc1ccc(C2C3=C(NCCN=C3c3ccccc3)C(=O)N2c2ccccc2)cc1 (centres undefined) | 13 | 0.93 | 1 | -9 | 13 | 4 | -5 | 7 | 0.99
COc1ccc(C2c3ccc4ccccc4c3Oc3ncn4nc(Cc5ccccc5)nc4c32)cc1OC (centres undefined) | 20 | 1 | 4 | 24 | -3 | 8 | -2 | -4 | 0.96
CCCCC[n+]1ccn(-c2nc3ccccc3nc2[N-]S(=O)(=O)c2ccc(C)cc2)c1 | 11 | 0.98 | 0 | 8 | -1 | 5 | -19 | 2 | 1
CC(C)c1ccc(Oc2cccc(C(=O)/C(C#N)=C/N(C)C)c2)cc1 | 24 | 1 | 9 | 22 | 37 | 1 | 24 | -3 | 0.91
CC(=O)c1c(C)[nH]c(C(=O)OCc2ccccc2F)c1C | 20 | 1 | -5 | 7 | 15 | -11 | 0 | 0 | 1.1
Cc1ccccc1CN1CCNC(=O)C1CC(=O)NC1CCCCCCC1 (centres undefined) | 6 | 1 | -14 | 1 | 13 | 19 | 0 | -4 | 1.1
CNC(=O)C(=O)NCC1OCCN1S(=O)(=O)c1ccc(C)cc1 (centres undefined) | 7 | 0.94 | -16 | 5 | 11 | -20 | -1 | 6 | 1.2
C=CC[n+]1c(-c2ccc(C)cc2)csc1NNC(=O)Nc1ccccc1 | 13 | 0.98 | -2 | 23 | 14 | 17 | -17 | 2 | 1
Nc1nnn(CC(=O)N/N=C/c2cccc3ccccc23)n1 | -13 | 0.99 | 1 | 20 | 3 | 8 | -10 | 1 | 0.99
Cc1scc(C(=O)N/N=C/c2ccsc2)c1C | -43 | 1.1 | 4 | 0 | -5 | 3 | -7 | -13 | 0.96
CC1Cc2cc(-c3csc(N)n3)ccc2O1 (centres undefined) | 1 | 0.89 | 14 | 24 | 4 | -3 | 3 | 11 | 0.86
Cc1nc(CC(=O)O)c(-c2ccccc2)s1 | -11 | 1 | 1 | -19 | -15 | 4 | -12 | 0 | 0.99
O=C(Cc1ccc(NS(=O)(=O)c2ccc(F)cc2)cc1)NCc1cccnc1 | -10 | 1 | 2 | 22 | 5 | 4 | -5 | -1 | 0.98
CCCN1CNC(=S)N(c2ccccc2OCC)C1 | 14 | 1 | -21 | 10 | 14 | -2 | 3 | -1 | 1.2
Cc1[nH]nc2c1C(c1cccs1)C1=C(CC(C)(C)CC1=O)N2 (centres undefined) | 8 | 0.99 | -5 | -18 | 3 | -4 | 4 | 1 | 1.1
CC1(C)Cc2c(sc(/N=C/N3CCOCC3)c2C#N)C(C)(C)N1 | 2 | 0.94 | 1 | 11 | 0 | -13 | -1 | 6 | 0.99
CCOC(=O)C1CCN(C(=O)Nc2ccccc2Cl)CC1 | 13 | 1 | 14 | 6 | -1 | 3 | -10 | 0 | 0.86
O=C(N/N=C\c1ccncc1)c1ccc(Br)s1 | 14 | 0.97 | 14 | 13 | 0 | 2 | -3 | 3 | 0.86
CN(CC(=O)Nc1ccc(F)cc1)C(=O)CNC(=O)C1CCCCC1 | 7 | 0.95 | -4 | 15 | 5 | -8 | -5 | 5 | 1
CCOC(=O)Cn1c(=O)oc2cc(S(=O)(=O)N(C)c3ccc(OC)cc3)ccc21 | 11 | 1 | -1 | 12 | -8 | 5 | 4 | 0 | 1
C[C@H](CO)N1C[C@H](C)[C@@H](CN(C)C(=O)NC2CCCCC2)Oc2ccc(NC(=O)C3CCCCC3)cc2C1=O | 13 | 1.1 | -6 | 1 | -1 | 19 | -6 | -11 | 1.1
Cc1ccc(C(=O)C(C)OC(=O)CCS(=O)(=O)c2ccc(C)cc2)cc1 (centres undefined) | 0 | 1 | 8 | 14 | -5 | 6 | -5 | -2 | 0.92
